SKKanGAS inh: inhibitors of SKKanGAS S. pyogenes growth in kanamycin (SK-promoter or general growth effect); inhibition, % at 7.5 µM; BacTiter-Glo, 6 h; 300,000 compounds, 1.3% hits; AID 1662;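 active = mean replicate score, as percent of positive control median, at least 50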;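 also: strain carries kanamycin resistance gene driven by streptokinase promoter and grows in 40 µg/ml kanamycin; loss of luminescence reflects streptokinase promoter inhibition or plain growth inhibition; 0% = median of DMSO wells and 100% = positive control at its reference dose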
MrgX1 antag: human MrgX1 receptor antagonism, primary screen; Q96LB2; 310,000 compounds, 1.3% hits; B-score at 10 µM; MRGX1-HEK293 calcium flux, Fluo-4, BAM8-22 antagonism; hits give low values; AID 588676;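 active = calcium-response B-score plate-corrected more than 3 library SD below zero, starting fluorescence within 5 deviations, no agonist response on first addition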;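 also: peak minus trough fluorescence over baseline after final BAM8-22 challenge near maximal dose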
Target sequence (Q96LB2 whole entry, looked up): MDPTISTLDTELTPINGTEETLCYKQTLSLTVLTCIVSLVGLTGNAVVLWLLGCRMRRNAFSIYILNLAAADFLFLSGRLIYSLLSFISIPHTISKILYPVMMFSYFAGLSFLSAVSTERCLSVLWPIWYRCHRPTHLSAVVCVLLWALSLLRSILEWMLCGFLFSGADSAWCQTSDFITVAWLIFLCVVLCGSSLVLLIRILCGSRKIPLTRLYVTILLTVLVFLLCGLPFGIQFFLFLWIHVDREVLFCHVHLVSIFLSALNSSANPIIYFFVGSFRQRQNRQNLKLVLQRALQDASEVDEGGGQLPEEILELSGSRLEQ
TRPC6 inhibitor: inhibitors of mouse TRPC6 channel; B-score at 10 µM; 310,000 compounds, 1.1% hits; HEK293-TRPC6, membrane potential dye, ACh-evoked depolarization; hits give low values; Q61143;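 active = B-score under library mean minus 3 SD, initial fluorescence not abnormally high, positive integrated signal ratio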;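 also: B-score derived from integrated fluorescence ratio over the kinetic read; more negative B-score means stronger inhibition of depolarization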
MrgX1 PAM: allosterically activates human MrgX1 receptor signaling | MrgX1-HEK293, Fluo-4 calcium flux, FDSS; hits give high values | 310,000 compounds, 0.63% hits | AID 588675 | Q96LB2 | B-score at 10 µM;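 active = plate-corrected calcium response at least 3 library SD above typical, normal starting fluorescence, not activating the receptor alone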;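 also: compound read alongside a low EC10 to EC30 dose of BAM8-22 agonist; peak minus trough fluorescence over baseline measured at the second addition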
TRPC4 act: activators of mouse TRPC4 channel; HEK293 TRPC4beta/mu-opioid, Fluo4 calcium fluorescence; hits give high values; B-score at 10 µM; 310,000 compounds, 0.49% hits; AID 2237;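 active = B-score above 5 SD of library B-scores, and initial fluorescence ratio not above library mean plus 5 SD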;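 also: positive B-score marks a calcium rise read as TRPC4 activation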
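Assay system: HEK293 cells stably co-expressing mouse TRPC4beta and mu-opioid receptor / Timing: Fluo4 dye loading 45 min at room temperature, 110 s recording / Signal: Fluo4 calcium-sensitive dye fluorescence, kinetic, 1 Hz baseline / Read-out: integrated baseline-normalised fluorescence ratio, converted to per-well B score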
TRPC4 block: inhibitors of mouse TRPC4 channel; B-score at 10 µM; 300,000 compounds, 0.39% hits; AID 2247; HEK293 TRPC4beta/mu-opioid, DAMGO-evoked Fluo4 calcium flux; hits give low values; Q9QUQ5;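 active = B-score over 3 SD under the library average, no early fluorescence shift, positive overall ratio signal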
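Material: HEK293 cells with stable TRPC4beta plus mu-opioid receptor expression / Probe or stimulus: DAMGO in two steps, submaximal then maximal / Compound: single concentration per test compound / Technique: kinetic Fluo4 fluorescence imaging of calcium influx / Read-out: per-well B score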
TMEM16A act: activators or potentiators of mouse TMEM16A chloride channel. B-score at 10 µM. HEK293 TMEM16A/YFP-H148Q/I152L, iodide quench fluorescence; hits give low values. 340,000 compounds, 0.3% hits;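 active = fluorescence-ratio B-score plate-corrected deviation score at least 3 library SD below zero, with starting fluorescence score within 5 deviations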;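 also: channel opened by trigger with iodide after compound preincubation; score built on the fluorescence ratio of max minus min over baseline; more negative score means more quench and so TMEM16A activation or potentiation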
ANO1 block: mouse TMEM16A channel inhibition, primary screen; HEK293 TMEM16A/YFP iodide influx fluorescence, ionomycin; normalized B-score (activity score, 25-100; higher = stronger inhibition) at 10 µM; Q8BHY3; 310,000 compounds, 1.2% hits;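 active = ratio plate-corrected score three or more library SD toward inhibition, starting fluorescence score within five deviations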;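 also: score derived from kinetic fluorescence span divided by baseline fluorescence per well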
MrgX1 ag: human MrgX1 receptor agonism, primary screen | 310,000 compounds, 0.44% hits | AID 588627 | Q96LB2 | MrgX1-HEK293 cells, Fluo-4 calcium fluorescence, agonist mode; hits give high values | B-score at 10 µM;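 active = calcium response B-score plate-corrected fluorescence ratio at least 3 library SD, with starting fluorescence B-score inside 5 SD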
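Test system: HEK293 cells stably expressing human MrgX1 receptor; Input: fifteen thousand cells per well; Dosing: compound delivered in addition one of three; Schedule: overnight seeding, then 1 h dark dye loading; Technique: Fluo-4 NW calcium fluorescence; Measure: B-scored fluorescence response ratio; Controls: positive and negative controls per plate.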
TRPC6 act: activators of mouse TRPC6 channel; Q61143; HEK293-TRPC6 membrane potential dye fluorescence; hits give high values; B-score at 10 µM; 310,000 compounds, 0.13% hits;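 active = B-score of the integrated fluorescence ratio above library mean plus 3 SD, and starting fluorescence ratio within library mean plus 5 SD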;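 also: higher score means more depolarization so channel activation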
TRPC4 PAM: TRPC4 (mouse) allosteric potentiation. 310,000 compounds, 0.42% hits. Q9QUQ5. B-score at 10 µM. HEK293 TRPC4beta/mu-opioid, DAMGO EC20, Fluo-4 Ca2+ flux; hits give high values. AID 2227;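 active = B-score of calcium response area above 5 SD of library B-scores, with initial fluorescence ratio within 5 SD of library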;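 also: B-score of integrated fluorescence ratio over time as area under calcium response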
Numbers without * were called inactive; i = inactive; nt = no result given.

Every second line gives: SKKanGAS inh, MrgX1 antag, TRPC6 inhibitor, MrgX1 PAM, TRPC4 act, TRPC4 block, TMEM16A act, ANO1 block, MrgX1 ag, TRPC6 act, TRPC4 PAM
1) Cc1nc2ccccc2n1C(=O)c1cc(-c2ccc(Br)cc2)nc2ccccc12
    -3, i, i, i, i, i, i, i, i, i, i
2) Cc1cc(C)c(C#N)c(OCc2ccc(Cl)nc2)n1
    -2, i, i, i, i, i, i, i, i, i, i
3) COC(=O)c1ccc(COc2cc([N+](=O)[O-])cc3cccnc23)cc1
    2, i, i, i, i, i, nt, i, i, i, i
4) COc1ccc(CN2C(=NC(=O)C3CC3)SC3CS(=O)(=O)CC32)cc1OC (stereo not given)
    -6, i, i, i, i, i, i, i, i, i, i
5) N#Cc1c(-c2ccccc2)cc(-c2ccccc2)nc1Br
    6, i, i, i, i, i, i, i, i, i, i
6) O=C1NC(=O)/C(=C/c2ccc(N3CCOCC3)o2)N1
    -2, i, i, i, i, i, i, i, i, i, i
7) COC(=O)c1ccc(COC(=O)CCc2nc(-c3ccccc3)c(-c3ccccc3)o2)cc1
    -3, i, i, i, i, i, i, i, i, i, i
8) CCOc1ccc(NC(=S)/C(=C(\[O-])c2ccc(C)c([N+](=O)[O-])c2)[n+]2ccccc2)cc1
    2, i, i, i, i, i, i, i, i, i, i
9) CC1CCN(c2ccc3nnc(CCC(=O)N4CCCCC4)n3n2)CC1
    -11, i, i, i, i, i, i, i, i, i, i
10) CCn1c(O)c(/C=N/N=C/c2ccc(OC)cc2)c2cc(C3=NNC(=O)CC3)ccc21
    4, i, i, i, i, i, i, i, i, i, i
11) S=c1sc2c(N3CCN(Cc4ccccc4)CC3)ncnc2n1-c1ccccc1
    -2, i, i, i, i, i, i, i, i, i, i
12) COc1ccc(-c2cc(C(F)F)n3ncc(C(=O)N4CCN(C(=O)c5ccco5)CC4)c3n2)cc1
    3, i, i, i, i, i, i, i, i, i, i
13) Cc1cccc2cc(C#N)c(SCc3nnc(-c4ccccc4[N+](=O)[O-])o3)nc12
    8, i, i, i, i, i, i, i, i, i, i
14) Cc1ccc(C(=O)CC2(O)C(=O)N(C)c3ccc(Br)cc32)c(C)c1 (stereo not given)
    8, i, i, i, i, i, i, i, i, i, i
15) CCOC(=O)N1CCC(Nc2c(N3CCN(c4cccc(C(F)(F)F)c4)CC3)c(=O)c2=O)CC1
    1, i, i, i, i, i, i, i, i, i, i
16) O=C(/C=C/c1ccc(Cl)cc1Cl)Nc1ccncc1
    -5, i, i, i, i, i, i, i, i, i, i
17) CC1(C)CC(=O)c2sc(NS(=O)(=O)c3ccc([N+](=O)[O-])cc3)nc2C1
    -1, i, i, 8*, i, i, i, i, i, i, i
18) CC(=O)NNc1ncnc2c1cnn2-c1ccc(C)c(Cl)c1
    -1, i, i, i, i, i, i, i, i, i, i
19) Cc1ccc(-c2nc(NC(=O)CSc3nnc4scc(-c5ccccc5)n34)ns2)cc1
    9, i, i, i, i, i, i, i, i, i, i
20) Cc1ccc(NC(=O)CCNC(=O)c2ccc(Cl)cc2)nc1
    -17, i, i, i, i, i, i, i, i, i, i
21) Cc1cc(C)c(-n2c(SCCS(=O)(=O)c3ccc(F)cc3)n[nH]c2=O)c(C)c1
    0, i, i, i, i, i, i, i, i, i, i
22) O=C(N/N=C/c1ccc2ncccc2c1)c1ccco1
    nt, i, i, i, i, i, i, i, i, i, i
23) COc1cccc(/C=C/C(=O)OCC(=O)N2CCN(S(=O)(=O)c3ccc(Cl)cc3)CC2)c1
    -9, i, i, i, i, i, i, i, i, i, i
24) COc1ccc(CCNC(=O)CN(Cc2ccc(Cl)cc2)S(C)(=O)=O)cc1OC
    11, i, i, i, i, i, i, i, i, i, i
25) O=C(NCCc1csc(-c2cccnc2)n1)c1cccc2ccccc12
    -2, i, i, i, i, i, i, i, i, i, i
26) Cc1ccc(NC(=O)C2CC(=O)N(Cc3ccccc3)C2)nc1 (stereo not given)
    -4, i, i, i, i, i, i, i, i, i, i
27) Cc1cccc(N2CCN(CC(=O)NCc3ccc(Cl)cc3)CC2)c1C
    -3, i, i, i, i, i, i, i, i, i, i
28) O=c1nc(/C=C/c2ccc(O)c(O)c2)oc2ccccc12
    1, nt, i, nt, i, i, i, nt, nt, i, i
29) COc1cccc(CNC(=O)CN2C(=O)COc3ccc(S(=O)(=O)N4CCCC4)cc32)c1
    0, i, i, i, i, i, i, i, i, i, i
30) CCOC(=O)N1CCN(CC(O)COC(CC)c2ccccc2)CC1 (stereo not given)
    -2, i, i, i, i, i, i, i, i, i, i
31) O=C(CCNC(=O)c1ccc([N+](=O)[O-])cc1)NCCCN1CCCC1=O
    0, i, i, i, i, i, i, i, i, i, i
32) Cc1c(Nc2scc(-c3ccccc3)[n+]2-c2ccccc2)c(=O)n(-c2ccccc2)n1C
    2, i, i, i, i, i, i, i, i, i, i
33) O=C(O)c1cc2nc3c(c(C(F)(F)F)n2n1)CCCC3
    4, i, i, i, i, i, i, i, i, i, i
34) O=C(O)CCCc1ccc2c(c1)CCc1ccccc1-2
    -3, i, i, i, i, i, i, i, i, i, i
35) COC(=O)c1c(NC(=S)Nc2ccc(C(=O)N3CCOCC3)cc2)sc2c1CCC2
    2, i, i, i, i, i, i, i, i, i, i
36) O=C(CN1C(=O)CCSc2ccc(S(=O)(=O)N3CCOCC3)cc21)Nc1cccc(F)c1
    3, i, i, i, i, i, i, i, i, i, i
37) COc1ccc(CC(NC(C)=O)C(=O)NC2CCN(S(=O)(=O)c3ccc(NC(C)=O)cc3)CC2)cc1OC (stereo not given)
    -10, i, i, i, i, i, i, i, i, i, i
38) Cc1oc2cc3oc(=O)c(CC(=O)O)c(C)c3cc2c1-c1ccccc1
    13, i, i, i, i, i, i, i, i, i, i
39) CCN(CC)CCN1C(=O)c2ccccc2NC1c1ccc(C)cc1 (stereo not given)
    8, i, i, i, i, i, i, i, i, i, i
40) CC(C)(c1ccccc1)c1ccc(OCCCN2CCNCC2)cc1
    -10, i, -6.8*, i, i, i, i, i, i, i, i
41) Cc1cc(C)c2sc(N(CCCN(C)C)C(=O)COc3ccc(Cl)cc3)nc2c1
    -2, i, i, i, i, i, i, i, i, i, i
42) CCc1ccc(S(=O)(=O)NCCc2cn3ccsc3n2)s1
    5, i, i, i, i, i, i, i, i, i, i
43) Cc1nnc(SCC(=O)Nc2ccc(N3CCOCC3)cc2)o1
    1, i, i, i, i, i, i, i, i, i, i
44) COc1ccc(C2=CC(c3ccc(OC)c(OC)c3)NC(=S)N2)cc1 (stereo not given)
    6, i, i, i, i, i, i, i, i, i, i
45) O=C(CC1SC(=O)N(c2ccccc2)C1=O)Nc1ccccc1 (stereo not given)
    13, i, i, i, i, i, i, i, i, i, i
46) Clc1cccc(OCCCN2CCCC2)c1Cl
    -8, i, i, i, i, i, i, i, i, i, i
47) Fc1cccc(Cl)c1C1Nc2cccc3cccc(c23)N1
    25, i, i, i, i, i, i, i, i, i, i
48) c1ccc2c(c1)OCC(c1nnc3sc(-c4cnccn4)nn13)O2 (stereo not given)
    -5, i, i, i, i, nt, i, i, i, i, i
49) Cc1ccc(O)c(NC(=O)c2noc3c2CCCCC3)c1
    -9, i, i, i, i, i, i, i, i, i, i
50) COc1ccc(C(=O)/C=C/C(=O)N(CC(=O)NC2CCCCC2)Cc2ccc(F)cc2)c(O)c1
    21, nt, i, nt, i, i, i, nt, nt, i, i

Carrying on:
Every second line gives: SKKanGAS inh, MrgX1 antag, TRPC6 inhibitor, MrgX1 PAM, TRPC4 act, TRPC4 block, TMEM16A act, ANO1 block, MrgX1 ag, TRPC6 act, TRPC4 PAM
51) COc1ccccc1CN1CC(C(=O)NCC2CCCO2)CC1=O (stereo not given)
    4, i, i, i, i, i, i, i, i, i, i
52) CCOc1ccc(NC(=O)Cn2c(=O)n(CC3CCCO3)c(=O)c3ccccc32)cc1 (stereo not given)
    -5, i, i, i, i, i, i, i, i, i, i
53) O=C1Cc2ccccc2C(c2ccccc2)N1 (stereo not given)
    3, i, i, i, i, i, i, i, i, i, i
54) CNS(=O)(=O)c1cccc(C(=O)NCC2(N3CCCCC3)CCCCC2)c1
    1, i, i, i, i, i, i, i, i, i, i
55) O=C(c1ccc2nccnc2c1)N1CCCC(Nc2ccc(F)c(F)c2)C1 (stereo not given)
    1, i, i, i, i, i, i, i, i, i, i
56) CCOC(=O)c1oc2ccccc2c1NC(=O)c1cccs1
    -5, i, i, i, i, i, i, 25*, i, i, i
57) COc1ccc(-n2cnc3cc(NC(=O)c4ccco4)ccc32)cc1
    2, i, i, i, i, i, i, i, i, i, i
58) Cn1nc(C(F)(F)F)c(C(=O)Nc2ccc(F)cc2F)c1Oc1cccc(Cl)c1
    0, i, i, i, i, i, i, i, i, i, i
59) CC(C)CC1Nc2ncnc(N3CCCCC3)c2N(Cc2ccccc2)C1=O (stereo not given)
    4, i, i, i, i, i, i, i, i, i, i
60) CN(Cc1ccccc1)C(=O)CCS(=O)(=O)c1cc2c(cc1Cl)NC(=O)CO2
    -1, i, i, i, i, i, i, i, i, i, i
61) O=C(Nc1ccc(Cl)c(Cl)c1)N1CCSC1c1ccco1 (stereo not given)
    4, i, i, i, i, i, i, i, i, i, i
62) Cc1ccc2cc(C#N)c(N3CCCN(S(=O)(=O)c4ccccc4)CC3)nc2c1
    6, i, i, i, i, i, i, i, i, i, i
63) Cc1ccc(OCCOCCN2CCCCC2)c([N+](=O)[O-])c1
    4, i, i, i, i, i, i, i, i, i, i
64) O=C1COc2ccc(C(=O)COC(=O)/C=C/c3ccc(Br)o3)cc2N1
    -7, i, i, i, i, i, i, i, i, i, i
65) CCCn1c(SCCN2CCOCC2)nc2c1c(=O)n(C)c(=O)n2C
    3, i, i, i, i, i, i, i, i, i, i
66) c1ccc(CCn2nnnc2C(c2cccnc2)N2CCN(c3nc4ccccc4s3)CC2)cc1 (stereo not given)
    14, i, i, i, i, i, i, i, i, i, i
67) CCCCCC(=O)N1CCCCC1
    3, i, i, i, i, i, i, i, i, i, i
